Screening data as filed in PubChem BioAssay.
CHRM1 PAM: human M1 muscarinic receptor positive allosteric modulators, primary screen, CHO-K1 cells, Fluo-8 calcium fluorescence, 1536-well | Muscarinic acetylcholine receptor M1 (Homo sapiens), P11229 | CHO-K1 hM1, ACh EC20; 0% = ACh EC20, 100% = maximal ACh | activation, % at 3 µM | actives 0.088% (n = 360,000); in the data active = activation above about 19%, passing the limit was not always enough
Target sequence (P11229 whole entry, looked up): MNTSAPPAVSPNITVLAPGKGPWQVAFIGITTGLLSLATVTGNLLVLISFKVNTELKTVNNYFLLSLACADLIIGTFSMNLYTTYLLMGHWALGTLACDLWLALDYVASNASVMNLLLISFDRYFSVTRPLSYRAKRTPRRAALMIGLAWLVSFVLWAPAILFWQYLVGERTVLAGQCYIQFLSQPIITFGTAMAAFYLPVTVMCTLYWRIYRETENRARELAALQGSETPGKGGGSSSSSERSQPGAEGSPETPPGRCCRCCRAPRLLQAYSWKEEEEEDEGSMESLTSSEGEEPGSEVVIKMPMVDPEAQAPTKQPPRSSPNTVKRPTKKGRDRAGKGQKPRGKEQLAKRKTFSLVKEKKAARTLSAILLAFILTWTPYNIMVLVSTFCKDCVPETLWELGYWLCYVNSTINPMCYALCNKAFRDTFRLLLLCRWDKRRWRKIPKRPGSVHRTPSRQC
CHRM4 antagonist: human M4 muscarinic receptor antagonists, primary screen, CHO cells, Fluo-8 calcium fluorescence. Muscarinic acetylcholine receptor M4 (Homo sapiens), P08173. CHO-hM4 cells, ACh EC80. inhibition, % at 3 µM. AID 624125, 2012. actives 0.73% (n = 360,000);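 active = inhibition above its plate's cutoff, the mean inhibition of sample wells plus 3 SD, cut at about 27% in these data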;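 also: 0% = acetylcholine EC80 with DMSO and 100% = DMSO without agonist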
CHRM1 agonist: human M1 muscarinic receptor agonists, primary screen, Fluo-8 calcium fluorescence, CHO-K1 cells, HTS. CHO-K1 hM1, agonist mode; 0% DMSO, 100% acetylcholine EC100. activation, % at 3 µM. Muscarinic acetylcholine receptor M1 (Homo sapiens), P11229. actives 0.33% (n = 360,000);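 active = activation above the run's mean compound activation plus 3 SD, cut at about 16% in these data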;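 also: peak over basal fluorescence ratio within a 140 s kinetic read after compound addition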
TAAR1 ag: human TAAR1 agonists, primary screen, Fluo-8 calcium fluorescence, CHO RD-HGA16 cells. Trace amine-associated receptor 1 (Homo sapiens), Q96RJ0. vehicle wells 0%, saturating PEA agonist 100%. activation, % at 3 µM. actives 0.99% (n = 360,000). AID 624467, 2012;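 active = activation above the mean activation of all test compounds in the run plus 3 SD, cut at about 38% in these data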
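Test system: RD-HGA16 (CHO) cells co-expressing Gα16 and hTAAR1 / Benchmarks: DMSO vehicle as 0%, PEA at EC100 as 100% / Repeats: no replicates (n 1) / Measure: % activation from peak over basal fluorescence ratio, DMSO-to-PEA scaled / Timing: 17-24 h plating, Fluo-8 75 min 37 °C, 30 min RT / Technique: kinetic Fluo-8 calcium fluorescence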
M5 antag: human M5 muscarinic receptor antagonists, primary screen, CHO cells, Fluo-8 calcium fluorescence | CHO-hM5 cells, ACh EC80 | AID 624040, 2012 | inhibition, % at 3 µM | actives 0.59% (n = 360,000) | Muscarinic acetylcholine receptor M5 (Homo sapiens), P08912;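 active = inhibition above a per-plate cutoff, the mean of that plate's test compounds plus 3 SD, cut at about 27% in these data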;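 also: 0% = acetylcholine EC80 with DMSO and 100% = DMSO without agonist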
Target sequence (P08912 whole entry, looked up): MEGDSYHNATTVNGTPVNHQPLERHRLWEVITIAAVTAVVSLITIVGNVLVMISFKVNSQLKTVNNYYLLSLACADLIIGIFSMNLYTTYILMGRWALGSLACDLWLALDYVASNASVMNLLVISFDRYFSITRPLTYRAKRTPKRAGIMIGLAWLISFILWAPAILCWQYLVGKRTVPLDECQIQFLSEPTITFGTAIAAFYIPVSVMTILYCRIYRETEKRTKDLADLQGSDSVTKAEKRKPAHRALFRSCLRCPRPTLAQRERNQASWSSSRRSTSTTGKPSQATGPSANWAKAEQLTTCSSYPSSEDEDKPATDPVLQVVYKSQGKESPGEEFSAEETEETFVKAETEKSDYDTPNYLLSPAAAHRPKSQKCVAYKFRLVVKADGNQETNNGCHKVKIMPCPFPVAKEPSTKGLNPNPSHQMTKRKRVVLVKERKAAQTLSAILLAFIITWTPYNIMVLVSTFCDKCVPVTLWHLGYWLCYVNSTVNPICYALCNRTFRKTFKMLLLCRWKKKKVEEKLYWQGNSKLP
M5 ag: human M5 muscarinic receptor agonists, primary screen, CHO-K1 cells, Fluo-8 calcium fluorescence | AID 624037, 2012 | actives 0.19% (n = 360,000) | activation, % at 3 µM | CHO-K1 hM5 cells; 0% DMSO wells, 100% maximal acetylcholine response | Muscarinic acetylcholine receptor M5 (Homo sapiens), P08912;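 active = activation above the run's mean over test compounds plus 3 SD, cut at about 23% in these data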;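 also: signal is peak over basal fluorescence ratio across the kinetic read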
M1 antag: human M1 muscarinic receptor antagonists, primary screen, CHO-K1 cells, Fluo-8 calcium fluorescence, 1536-well. actives 1.3% (n = 360,000). inhibition, % at 3 µM. Muscarinic acetylcholine receptor M1 (Homo sapiens), P11229. CHO-K1 hM1, ACh EC80 antagonist. AID 588852, 2011;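 active = percent inhibition above its own plate's cutoff, namely the mean of that plate's compound wells plus 3 SD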;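 also: peak over basal fluorescence ratio during 140 s after agonist addition; 0% = ACh EC80 plus DMSO and 100% = DMSO alone without agonist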
M4 ag: human M4 muscarinic receptor agonists, primary screen, CHO-K1 cells, Fluo-8 calcium fluorescence | activation, % at 3 µM | Muscarinic acetylcholine receptor M4 (Homo sapiens), P08173 | actives 0.14% (n = 360,000) | CHO-K1 hM4/Gqi5; vehicle 0%, full acetylcholine response 100%;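 active = activation above the run mean over all test wells plus 3 SD, cut at about 32% in these data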;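 also: peak over basal fluorescence ratio per well then scaled between controls; 0% = DMSO wells and 100% = acetylcholine at EC100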
CHRM5 PAM: human M5 muscarinic receptor positive allosteric modulators, primary screen, CHO-K1 cells, Fluo-8 calcium fluorescence. Muscarinic acetylcholine receptor M5 (Homo sapiens), P08912. CHO-K1 hM5, ACh EC20 PAM; 0% = ACh EC20, 100% = ACh EC100. activation, % at 3 µM. actives 0.3% (n = 360,000);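 active = activation above the run cutoff, the mean activation of all test compounds plus 3 SD, cut at about 18% in these data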
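Measured by: Fluo-8 calcium fluorescence; material: human M5 receptor in CHO-K1 cells; schedule: Post-acetylcholine fluorescence recording 140 s; benchmarks: low control EC20 acetylcholine (0%), high control EC100 acetylcholine (100%); read-out: Max/basal fluorescence ratio as % of EC20–EC100 ACh window; compound: single dose, 3 µM nominal final test concentration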
* = called active by the depositor; x = not tested or not shown. The list is partial; count on the stated rates, not on these rows.

The opening 2 records, ahead of the listing:
SMILES	CHRM1 PAM	CHRM4 antagonist	CHRM1 agonist	TAAR1 ag	M5 antag	M5 ag	M1 antag	M4 ag	CHRM5 PAM
CCOc1ccccc1C(=O)N[C@H](C(=O)Nc1nc2c(s1)CCCC2)C(C)C	5	2	-11	46*	-11	-2	-4	-2	6
O=C(CN1CCCCCCC1)N/N=C/c1ccc([N+](=O)[O-])o1	4	8	-2	0	15	-6	1	1	3

All compounds of this part, from the start:
SMILES	CHRM1 PAM	CHRM4 antagonist	CHRM1 agonist	TAAR1 ag	M5 antag	M5 ag	M1 antag	M4 ag	CHRM5 PAM
CCOc1ccccc1C(=O)N[C@H](C(=O)Nc1nc2c(s1)CCCC2)C(C)C	5	2	-11	46*	-11	-2	-4	-2	6
O=C(CN1CCCCCCC1)N/N=C/c1ccc([N+](=O)[O-])o1	4	8	-2	0	15	-6	1	1	3
CC(=O)OCc1cc(-c2nn(C)c(=O)c3ccccc23)ccc1C	0	3	-3	10	9	0	5	0	0
COc1ccc(CCNC(=O)c2ccc(CS(=O)(=O)c3ccc(Cl)cc3)o2)cc1OC	-25	18	4	28	13	12	30*	32	-23
O=C(NCc1ccco1)Nc1ccc(Br)cc1	-11	-18	-3	10	7	0	15	3	3
Cc1ccc(C(=O)OCC(=O)NCCc2ccc(S(N)(=O)=O)cc2)o1	7	3	-2	1	-1	0	-12	0	4
CCC(Oc1nc2ccccc2nc1-c1ccccc1NC(C)=O)C(=O)c1ccccc1 (stereo unspecified)	10	19	-2	4	-1	5	-13	-1	-1
O=C(O)C1CCCCC1C(=O)NCCC(c1ccccc1)c1ccccc1 (stereo unspecified)	-2	2	-5	0	0	-6	8	1	-4
COc1ccc2[nH]c(=O)c(CN(CC3CCCO3)C(=S)Nc3cccc(C)c3)cc2c1 (stereo unspecified)	5	-12	-3	5	-9	-2	-15	3	-7
S=C(NCCc1ccccc1)N1CCN(Cc2ccc(Cl)c(Cl)c2)CC1	-2	-3	-5	4	17	-2	0	8	-19
O=C1NC(=O)C2(COC(c3ccncc3)OC2)S1 (stereo unspecified)	2	2	-2	7	6	-1	0	0	-1
COc1cc(/C=N/NC(=O)C2C3CCCCC32C)cc(Br)c1O (stereo unspecified)	-6	-17	-8	1	6	-2	7	5	-14
CCOC(=O)c1cnc2c(Cl)cc(Cl)cc2c1NCCCN1CCOCC1	10	-14	-8	2	1	-5	-27	1	3
CCn1cc(C(=O)N[C@@H](CCSC)C(=O)NCCOC)c(=O)c2cc3c(cc21)OCO3	8	0	-4	3	2	-2	-7	0	4
CCOC(=O)C1(CCOc2ccccc2)CCN(Cc2ccc(C#CCCO)cc2)CC1	-15	-1	-8	3	11	-6	9	6	-10
COCc1nnc(NC(=O)c2ccco2)s1	5	-3	-2	7	2	1	-16	0	-4
COc1ccc(N(CC(=O)NCC2CCCO2)S(=O)(=O)c2ccccc2)cc1OC (stereo unspecified)	11	6	-3	2	6	-1	-12	0	6
C/C(=N\NC(=O)c1ccn(C)n1)c1ccc(NC(=O)C2CCCC2)cc1	0	-6	-4	4	4	-1	5	1	-1
Cc1cc(=O)[nH]c(SCc2ccc(Cl)cc2Cl)n1	4	-18	-1	13	5	-1	-9	2	-7
CCCCOC(=O)C(C)Sc1n[nH]c(=O)[nH]c1=O (stereo unspecified)	7	0	-2	11	-6	-1	-5	1	-1
CCOc1ccccc1CN1CCCC(C(=O)c2ccc(OC)c(OC)c2)C1 (stereo unspecified)	-18	-10	-10	-1	-2	-2	22	2	5
O=[N+]([O-])c1c(Nc2cccc(O)c2)cc(Cl)c2nonc12	7	60*	-7	-3	15	-5	3	-2	2
Cc1ccc(O)c(NC(=O)CSc2n[nH]c(C)c2[N+](=O)[O-])c1	-22	3	7	24	18	8	9	28	-21
CCCNC(=O)c1cc(C2CCCCN2C(=O)c2cc(OC)c(C)c(OC)c2)on1 (stereo unspecified)	-5	-3	-2	6	8	2	-7	10	-4
CCC1(c2ccccc2)NC(=S)N(c2ccc(C)cc2)N1 (stereo unspecified)	5	-6	-3	3	7	-1	3	1	-4
COc1ccc(NC(=O)c2cccc(S(=O)(=O)N3CCCCC3)c2)c(OC)c1	-1	14	-7	0	12	0	2	2	1
O=c1[nH]c(=S)[nH]c2c1C(c1ccccc1)OC(C1CCCCC1)C2 (stereo unspecified)	x	-10	x	-1	-3	1	x	0	-1
NC(=O)c1nsnc1-c1ccccc1O	-5	13	-2	x	9	-1	10	0	-2
O=S(=O)(Nc1ccccc1O)c1cccc2cccnc12	-2	-3	1	9	-2	4	1	6	-12
CCCCOc1ccccc1NC(=O)c1ccc(=O)[nH]c1	10	5	-1	9	4	-7	-8	0	-8
CCN(C[C@H]1N[C@@](CC)(C(=O)OC)[C@H]2C(=O)N(C)C(=O)[C@@H]12)C(=O)c1ccc(C(C)(C)C)cc1	5	-10	-2	0	-7	0	-12	1	1
CC(=O)Nc1ccc(NC(=O)COC(=O)COc2ccc3ccccc3c2)cc1	0	8	5	13	12	11	-12	11	-11
CC(=O)NC(c1ccc(F)c(F)c1)c1nc(-c2cccc(C(=O)O)c2)cs1 (stereo unspecified)	4	2	-5	0	-1	7	-7	-1	3
CCOc1ccc(CNC(=S)NCc2ccc(OCC)cc2)cc1	0	-13	-8	3	-3	-6	-14	1	0
CCOc1ccc(N/C(SCc2cccc([N+](=O)[O-])c2)=C(/C#N)C(N)=O)cc1	-4	-6	-5	0	9	-6	15	0	-8
O=C(CN1C(=O)NC2(CCCC2)C1=O)NNC(=O)c1ccccc1	2	4	-1	-1	6	0	-2	0	-3

Reprinted at random: 2 compounds from above
SMILES	CHRM1 PAM	CHRM4 antagonist	CHRM1 agonist	TAAR1 ag	M5 antag	M5 ag	M1 antag	M4 ag	CHRM5 PAM
CCn1cc(C(=O)N[C@@H](CCSC)C(=O)NCCOC)c(=O)c2cc3c(cc21)OCO3	8	0	-4	3	2	-2	-7	0	4
CCOC(=O)c1cnc2c(Cl)cc(Cl)cc2c1NCCCN1CCOCC1	10	-14	-8	2	1	-5	-27	1	3

Later entries:
SMILES	CHRM1 PAM	CHRM4 antagonist	CHRM1 agonist	TAAR1 ag	M5 antag	M5 ag	M1 antag	M4 ag	CHRM5 PAM
CC(=O)OCC1=C(C(=O)O)N2C(=O)C(NC(=O)COc3ccc(F)cc3)C2SC1 (stereo unspecified)	-4	-5	0	1	-1	2	12	0	-1
COc1cccc(-c2cc(NC=O)c3ncc(-c4cc(OC)c(OC)c(OC)c4)n3c2)c1	3	-1	-2	14	1	0	-3	3	1
COc1ccc(NC(=O)CN(C)C(=O)Cn2cnc3c2c(=O)n(C)c(=O)n3C)cc1	7	-6	-2	2	0	1	-21	1	-1
Cn1cccc1-c1nc2ccc(NC(=O)c3cccs3)cc2[nH]1	-9	-3	1	14	3	-2	12	11	-14
N#Cc1cc2ccccc2nc1SCC(=O)NC1CC1	0	2	-7	9	10	-4	4	0	-3
CCOC(=O)N1CCC(NS(=O)(=O)c2ccc3c(c2)oc(=O)n3C)CC1	3	1	-1	8	2	6	8	1	2
COCCNC(=O)CC(=O)N/N=C/c1ccc(C(=O)OC)cc1	6	-8	-4	1	0	2	-9	2	-1
COCc1cc(C)nc(SCC[N+](C)(C)CC(=O)c2ccc(Br)cc2)c1C#N	-26	13	-8	5	9	-20	70*	0	-4
CCOc1ccc(Nc2ccc(N)c(S(=O)(=O)O)c2)cc1	9	-2	-2	0	7	2	1	0	5
Cc1ccc(NC(=O)CSc2nc3[nH]ncc3c(=O)[nH]2)cc1Cl	10	-18	-5	-1	-2	-7	-23	0	11
COc1ccc(S(=O)(=O)Nc2c(NC3CCCCC3)c3ccccc3oc2=O)cc1	-9	-4	-9	2	13	-4	14	8	-7
NC(=S)n1[nH]c(-c2ccc([N+](=O)[O-])cc2)c(N=Nc2cccc(Cl)c2)c1=O	-8	-6	-1	4	-1	1	13	4	-5
O=C(NNc1ccc(F)cc1F)c1c(F)cccc1Cl	5	-6	-2	1	-15	5	-5	1	9
Cc1n[nH]c(=O)nc1NCCc1ccccc1	12	15	-4	40*	-5	-1	-13	1	6
CCCCNC(=O)c1onc(CSc2ccccc2F)c1C(=O)O	6	5	-1	9	-3	3	-9	2	5
Cc1cc(C)c(NC(=O)COC(=O)C2CCC2)c(Cl)c1	-1	10	-3	3	12	-4	-2	0	3
CC(C)C(=O)Nc1cccc(COc2ccc(CN(CCc3ccccc3)C(=O)OC(C)(C)C)cc2)c1	-5	-1	-1	1	-5	3	3	0	-4
Cc1ccc(N(CC(=O)NC2CCCC2)C(=O)CCC(=O)Nc2ccccn2)cc1C	5	1	-6	1	8	-2	3	1	-3
O=C(CCCOc1ccc(Cl)cc1)N1CCCCC1	0	-14	-6	0	2	0	1	4	-9
CC(C)(C)c1cc(NCCCn2ccnc2)n2ncc(-c3ccccc3)c2n1	7	0	-3	30	13	-3	-6	1	1
Cc1ccc(C(C)C)cc1C(=O)CC1(O)C(=O)N(C)c2ccccc21 (stereo unspecified)	4	3	-1	14	-14	-1	-30	2	15
O=C(CNC(=O)c1ccccc1)NCC(c1ccco1)N1CCCC1 (stereo unspecified)	4	-12	-6	0	2	0	1	0	-8
O=C(CS(=O)c1cccc(C(F)(F)F)c1)Nc1ccc(Cl)cc1Cl (stereo unspecified)	5	-3	-4	8	4	0	-5	-2	0
COc1ccc(CN2C(=O)CS(=O)CC2=O)cc1OC	7	12	-3	1	-5	0	-5	1	2
COC(=O)C(Cc1ccccc1)NCC(=O)Nc1cccc(Cl)c1C (stereo unspecified)	-4	5	-4	-1	18	-1	2	2	-7
Cc1c(NS(=O)(=O)c2cccc(C(=O)NC(C)c3ccccc3)c2)c(=O)n(-c2ccccc2)n1C (stereo unspecified)	4	-14	-3	2	5	0	1	3	-4
C=CCn1c(SC(C)C(N)=O)nc2sc(CC)cc2c1=O (stereo unspecified)	-1	2	-13	5	7	-3	3	0	-2
CCCc1cc(=O)[nH]c(SC(C)C(=O)N2c3ccccc3CC2C)n1 (stereo unspecified)	7	-22	-2	4	-1	5	-4	-1	3
Cc1cc(C)c(NC(=O)CSc2nc3ccc(NC(=O)CSc4nnnn4-c4ccccc4)cc3s2)c(C)c1	7	12	-7	5	2	-2	-9	0	-2
COc1ccc(NC(=O)CSc2ccc3nnc(CCNC(=O)c4ccccc4)n3n2)cc1OC	10	3	-2	0	8	-2	-12	0	1
